Source: PubChem (National Center for Advancing Translational Sciences (NCATS))
D1 PAM: potentiators of human D1 dopamine receptor. HEK293 TREx D1 cells, calcium flux, dopamine EC20 potentiation. potentiation, % at 10 µM. hit rate 0.036% among 360,000; in the data active = potentiation above about 30%; also: 0% is about no effect
D2 antag: antagonists of human D2 dopamine receptor; P14416; HEK293 TREx D2 cells, calcium flux, dopamine EC80; hit rate 2% among 340,000; AID 485344; inhibition, % at 10 µM; in the data active = inhibition above about 30%; also: 0% is about no effect
Target sequence (P14416 whole entry, looked up): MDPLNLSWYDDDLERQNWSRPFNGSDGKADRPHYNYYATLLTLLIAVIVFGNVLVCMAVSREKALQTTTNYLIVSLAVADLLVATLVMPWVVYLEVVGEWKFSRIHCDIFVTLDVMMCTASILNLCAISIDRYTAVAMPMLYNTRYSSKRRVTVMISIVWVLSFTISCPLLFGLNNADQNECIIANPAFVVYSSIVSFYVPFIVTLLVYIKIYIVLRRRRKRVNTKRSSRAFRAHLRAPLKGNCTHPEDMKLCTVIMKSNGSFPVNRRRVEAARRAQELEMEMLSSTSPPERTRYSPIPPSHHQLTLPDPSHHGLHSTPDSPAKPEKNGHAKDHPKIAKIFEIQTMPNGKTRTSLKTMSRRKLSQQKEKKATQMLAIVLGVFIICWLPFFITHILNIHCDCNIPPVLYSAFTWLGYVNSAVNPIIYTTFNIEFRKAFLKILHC
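Tetracycline-induced HEK293 T-REx cells expressing D2 force-coupled to calcium signalling were dye-loaded, exposed to compound for 180 s, then challenged with an EC80 of dopamine; calcium flux was followed kinetically for a further 180 s.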
D2 PAM: positively modulates the human D2 dopamine receptor allosterically; HEK293 T-REx D2, calcium flux, EC20 dopamine potentiation; potentiation, % at 10 µM; hit rate 0.34% among 340,000;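 active = potentiation over 3 SD above the plate norm, cut at about 30% in these data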; also: 0% is about no effect
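Primary screen. Calcium kinetics in induced HEK293 T-REx D2 cells: compound pre-addition 180 s, EC20 dopamine, 180 s more.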
D1 ag: human D1 receptor agonism | hit rate 1% among 360,000 | HEK293 T-REx D1 cells, calcium flux, agonist mode | activation, % at 2 µM | P21728; in the data active = activation above about 30%; also: 0% is about no effect
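Inducible HEK293 T-REx D1 cells, force-coupled to calcium signalling, were plated at 4000 cells/well with tetracycline and held overnight at 30 C. After no-wash calcium dye loading, compound-evoked calcium rise over 180 s flagged agonists.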
D1 antagonist: antagonists of human D1 dopamine receptor; P21728; HEK293 TREx D1 cells, calcium flux, dopamine EC80; stronger effect = lower value; activity change, negative = inhibition, % at 10 µM; hit rate 3.2% among 360,000; AID 504652; in the data active = activity change below about -30%; also: % is scaled to controls: 0 for no effect and ±100 for the full control effect
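Compound effects on dopamine-evoked calcium signalling were measured in tetracycline-induced HEK293 Trex D1 cells. Dopamine at EC80 followed a 180 s compound pre-read, and fluorescence was tracked kinetically for 180 s more.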
RXFP1 antagonist: blocks the human relaxin receptor RXFP1. Q9HBX9. HEK293-RXFP1, relaxin-stimulated cAMP HTRF, 30 min; stronger effect = lower value. activity change, negative = inhibition, % at 57.5 µM. hit rate 0.59% among 350,000;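 active = activity change of -60% or lower, but not beyond a set lower limit; inconclusive = change between -60% and -40%, or beyond the set limit; inactive = change above -40%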; also: % is scaled to controls: 0 for no effect and ±100 for the full control effect
TRHR enhancer: allosteric enhancers of human TRH receptor | P34981 | TRHR cells, fluo-8 calcium fluorescence, EC20 TRH enhancement | enhancement, % at 2 µM | hit rate 0.66% among 360,000 | AID 493056; in the data active = enhancement above about 30%; also: 0% is about no effect
Target sequence (P34981 whole entry, looked up): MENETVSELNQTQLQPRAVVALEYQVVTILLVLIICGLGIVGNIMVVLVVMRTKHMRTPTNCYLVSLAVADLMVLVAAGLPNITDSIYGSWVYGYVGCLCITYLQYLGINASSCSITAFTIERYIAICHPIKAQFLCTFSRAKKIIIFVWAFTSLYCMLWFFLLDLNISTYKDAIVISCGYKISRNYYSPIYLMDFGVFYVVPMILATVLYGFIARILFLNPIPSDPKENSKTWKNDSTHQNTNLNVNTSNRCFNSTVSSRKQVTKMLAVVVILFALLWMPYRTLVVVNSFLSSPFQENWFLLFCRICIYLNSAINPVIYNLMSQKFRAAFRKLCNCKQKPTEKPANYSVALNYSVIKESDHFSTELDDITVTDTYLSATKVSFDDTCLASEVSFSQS
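TRHR-expressing cells loaded with fluo-8 calcium dye were read kinetically (ex 480/em 530) during compound addition, then stimulated with an EC20 of TRH (10 nM final). Enhancement of the Gq-mediated intracellular calcium response was scored.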
RXFP1 ag: activates the human relaxin receptor RXFP1; Q9HBX9; HEK293T-RXFP1 cAMP TR-FRET, 30 min; response scale: percent of porcine relaxin response, buffer zero; Potency, µM (doses to about 57.5 µM), for inactives: top-dose activation, usual class: activators; hit rate 0.3% among 370,000; AID 2676; active = well fitted activation curve with a large enough effect; inconclusive = small, poorly fitted or top-dose-only effect; also: potency is read from the fitted curve at half-maximal effect; % is scaled to controls: 0 for no effect and ±100 for the full control effect; nearly all actives have a fitted effect of over 60% in size; many of its hits are not listed in these tables
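HEK293 cells stably expressing RXFP1, treated 30 min at 37C with compounds plus PDE4 inhibitor Ro 20174; cAMP measured by HTRF TR-FRET. Normalized to buffer and 29 nM porcine relaxin; EC50 by Hill fit.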
D2 agonist: agonists of human D2 dopamine receptor; hit rate 0.53% among 340,000; activation, % at 2 µM; HEK293 T-REx D2 cells, calcium flux agonist mode; AID 485358;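 active = activation over 3 SD above normal in the single-dose calcium agonist read, cut at about 30% in these data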; also: 0% is about no effect
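Tetracycline-induced HEK293 Trex cells with D2 receptor force-coupled to calcium signaling, plated overnight at 30 C and loaded with no-wash calcium dye. Calcium flux read kinetically for 180 s after compound addition; responses flag agonists.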
An asterisk follows results filed as active; ? = inconclusive; · = not tested or not shown.

Structure,D1 PAM,D2 antag,D2 PAM,D1 ag,D1 antagonist,RXFP1 antagonist,TRHR enhancer,RXFP1 ag,D2 agonist
CCN1C(=O)C(O)(C2COC(C)(C)CC2=O)c2ccccc21 (stereo not drawn),-11,-2,1,0,-15,4,-4,1.2%,20
Cc1ccc(N(CC(=O)NC2CCCC2)C(=O)CCCC(=O)Nc2ccccn2)cc1C,-7,30,-4,1,-46*,-3,3,1.4%,-1.9
O=C(Nc1ccc2c(c1)CCC2)c1c(F)cccc1Cl,6,-5,-7,0,-4,-12,2,-0.3%,0.4
Cc1ccc(Cl)c(OCC(=O)Nc2ccccc2N2CCCCC2)c1,-1,-6,-3,-1,20,-13,17,0.2%,0.8
O=C1Nc2ccc(Br)cc2C1=Nc1ccc(-c2nnc3n2CCCCC3)cc1,-7,5,-6,0,-5,·,-6,1.4%,1.3
COc1ccc2nc3cc(Cl)ccc3c(Nc3cc(CN4CCCC4)c(O)c(CN4CCCC4)c3)c2n1,2,7,4,0,5,·,-3,0.9%,0.0
COc1cc(C2C3=C(CCCC3=O)Nc3[nH]n(-c4ccccc4)c(=O)c32)ccc1OC(C)=O (stereo not drawn),-10,-8,-3,0,-16,8,4,-3.5%,-0.1
CCCC(=O)NC(c1cccs1)c1cc(Cl)c2cccnc2c1O (stereo not drawn),-6,8,18,23,0,?,-4,3.2%,2.2
O=C(/C(=C/O)N=Nc1ccccc1)c1ccncc1,-5,1,-5,0,11,-13,0,0.0%,0.2
Cc1cccc(NC(=O)CSCC(=O)N(C)Cc2ccc(Cl)c(Cl)c2)c1,6,-2,-5,2,10,-3,6,1.9%,0.4
CCc1ccccc1NC1=NCC(=O)N1Cc1ccc2c(c1)OCO2,2,-7,-3,-1,-6,0,-7,-2.4%,0.3
Cc1ccc(C(=O)Nc2ccccc2N2CCN(C(=O)C(C)C)CC2)cc1C,-10,11,-1,2,-19,22,-13,2.5%,-0.4
CCCCN(CC)c1nc(N)c2c(N)nc(OCC)cc2c1C#N,-9,1,7,2,2,11,-5,3.7%,-0.1
CCCn1c(SCC(=O)Nc2ccc3c(c2)CCC3)n[nH]c1=O,-1,-3,4,1,0,2,2,0.4%,0.5
Cc1sccc1/C=N/NC(=O)c1ccco1,-2,-6,-9,1,11,1,-2,21%,0.7
NC(=O)C1(NC(=O)[C@@H]2CC3(CC(c4cccc(NC(=O)[C@@H]5CCC(=O)N5)c4)=NO3)CN2C(=O)c2ccccc2)CC1 (stereo partly drawn),4,0,-4,2,3,·,9,1.5%,-1.2
NS(=O)(=O)c1cccc(NC(=O)CSc2nnc(C3CC3)n2C2CC2)c1,-8,-15,-3,1,9,-3,6,0.9%,1.4
COc1ccc(NC(=O)COC(=O)/C=C/c2cccs2)c(OC)c1,1,2,0,0,1,-7,-10,0.4%,0.3
Cc1[nH]c2ccccc2c1CC#N,3,-1,6,2,-5,6,9,-5.8%,0.7
CCOC(=O)c1ccc(NC(=O)c2cccc(S(=O)(=O)N3c4ccccc4CC3C)c2)s1 (stereo not drawn),-3,-6,6,7,1,-2,0,0.5%,1.7
Cc1c(C#N)c(N=CN(C)C)c(C(=O)c2ccc(Br)cc2)n1-c1ccccc1,-2,18,-5,4,1,-7,-2,-0.5%,0.1
CC1(c2ccc(OC(F)F)cc2)NC(=O)N(CC(=O)Nc2ccccc2)C1=O (stereo not drawn),2,-9,9,59*,-59*,3,-8,0.0%,12
Cn1cc(-c2cc3n(n2)CCC(=O)N3CCCC(=O)Nc2ccccc2Cl)c2ccccc21,0,·,7,5,17,-16,-2,1.2%,·
COc1ccc(N=C2C(=O)Nc3ccccc32)cc1,-3,7,-6,1,2,8,-4,-1.3%,0.7
CC(=O)O[C@@H]1[C@H]2[C@@H](C[C@@H](C)[C@@H]3CCC(=O)[C@@]13C)OC(=O)[C@@H]2C,-4,20,8,5,-6,·,-2,2.0%,-0.4
CCN(c1ccccc1)S(=O)(=O)c1ccc(C(=O)Oc2ccc(C(C)=O)cc2)cc1,-9,29,-3,24,-38*,·,-6,4.9%,0.9
O=C(c1cc(-c2cccnc2)nc2ccccc12)N1CCCc2ccccc21,-2,3,5,2,7,-2,-3,1.5%,-0.7
COc1ccc2oc(=O)c(-c3nc(C)cs3)cc2c1,6,14,-2,1,-14,12,-6,8.4%,-1.8
O=C(Nc1nnc(-c2cccs2)s1)C1CC1,-4,-5,-23,1,17,-16,12,18%,1.8
Cc1ccc(S(=O)(=O)Cn2nnnc2C(C(C)C)N2CCc3ccccc3C2)cc1 (stereo not drawn),0,-19,-6,4,-11,21,-7,0.4%,0.4

Compounds above that have bromine, in the order listed:
Structure,D1 PAM,D2 antag,D2 PAM,D1 ag,D1 antagonist,RXFP1 antagonist,TRHR enhancer,RXFP1 ag,D2 agonist
O=C1Nc2ccc(Br)cc2C1=Nc1ccc(-c2nnc3n2CCCCC3)cc1,-7,5,-6,0,-5,·,-6,1.4%,1.3
Cc1c(C#N)c(N=CN(C)C)c(C(=O)c2ccc(Br)cc2)n1-c1ccccc1,-2,18,-5,4,1,-7,-2,-0.5%,0.1

New compounds follow:
Structure,D1 PAM,D2 antag,D2 PAM,D1 ag,D1 antagonist,RXFP1 antagonist,TRHR enhancer,RXFP1 ag,D2 agonist
COc1ccc(NC(=O)CSc2ccc(-c3cccnc3)nn2)c(OC)c1,-3,11,7,0,-14,-8,0,-0.1%,0.1
COC(=O)C1C/C(=N\NS(=O)(=O)c2ccc(C)cc2)c2sccc2C1 (stereo not drawn),-2,-8,0,-1,-18,15,1,0.6%,-2.8
CC1CCN(S(=O)(=O)c2cccc(-c3nnc(-c4cccnc4)o3)c2)CC1,-8,-5,5,1,-1,-4,4,4.4%,0.5
Cc1ccc(S(=O)c2ccc(NC(=O)C3CC3)cc2C#N)cc1 (stereo not drawn),-9,·,·,25,-31*,-32,0,1.4%,·
CCS(=O)(=O)Nc1cc(C(=O)O)ccc1C,1,14,-4,0,5,1,0,0.5%,0.3
Cc1nc(NC2=NCN(Cc3ccccc3)CN2)nc2ccccc12,-2,1,7,0,-7,·,1,-0.2%,0.2
O=C(Cn1nnc2ccccc21)c1ccc(Br)cc1,-4,-14,-5,3,16,-8,-1,1.4%,-0.4
COc1cccc(-c2nc3c(c(SCC(=O)Nc4cc(C)ccc4C)n2)Cc2c(CO)cnc(C)c2O3)c1,-1,·,-6,1,-5,7,1,0.3%,-0.5
NS(=O)(=O)c1ccc(NC(=S)NNC(=O)c2ccc(Br)o2)cc1,-5,-13,0,4,-12,8,-2,2.2%,0.4
CSc1ccccc1NC(=O)c1cnc2scc(C)n2c1=O,-11,-5,36*,0,14,·,-5,3.8%,-0.6
CC1CCN(C(=O)CN(c2cccc(F)c2)S(C)(=O)=O)CC1,-4,-13,16,1,-15,7,18,-2.1%,0.6
COc1ccccc1COC(=O)CN1C(=O)NC2(CCCCC2C)C1=O (stereo not drawn),4,4,1,5,-2,26,-6,-1.4%,0.2
O=C(C1CCN(C2CC(=O)N(c3ccc(Cl)cc3)C2=O)CC1)N1CCOCC1 (stereo not drawn),-3,-8,2,0,-10,-7,3,2.1%,-1.1
CCOc1ccccc1N1CCN(C(=O)CC(C)(C)C)CC1,-3,6,-6,0,-20,-4,0,0.2%,1.0
COc1cc(C(=O)n2cnc3ccccc32)c([N+](=O)[O-])cc1OC,4,-5,-1,1,1,-3,-5,0.1%,0.9
COc1cc(CN(C(=O)COc2ccccc2Cl)c2ccccn2)cc(OC)c1OC,-1,·,-1,1,8,·,-5,4.7%,-0.1
O=C(NC(=S)Nc1cccc(S(=O)(=O)NC2=NCCC2)c1)c1cc(-c2ccco2)nc2ccccc12,5,-4,2,1,2,-22,-8,1.8%,-0.4
COc1ccc(C)cc1NC(=O)c1ccc(=O)n(Cc2ccccc2)c1,-1,·,-11,-1,·,-27,10,2.6%,0.6
O=C(COC(=O)C1=COCCO1)Nc1ncc(Cl)cc1Cl,6,6,-11,1,2,-11,-7,3.3%,0.5
COc1cc(OC)c(OC)cc1/C=N/n1c(C)nc2ccccc2c1=O,-3,-8,-4,3,8,4,-4,3.8%,1.2
CCOc1ccc(NS(=O)(=O)c2ccc(NS(=O)(=O)c3cccs3)cc2)cc1,1,3,-1,-1,-8,10,-1,1.9%,0.2
N/C(Cc1ccc([N+](=O)[O-])cc1)=N\OC(=O)c1ccc(Br)cc1,-1,12,-10,1,0,-11,-5,1.6%,-1.5
COc1cccc(NC(=O)N(C2CCCCC2)C(C)c2cccs2)c1 (stereo not drawn),-6,3,-8,1,-19,-21,13,-1.7%,0.3
CCC(C)Nc1sc(S(=O)(=O)CC)nc1S(=O)(=O)c1ccc(C)cc1 (stereo not drawn),-2,·,-4,1,1,-5,-2,3.3%,0.1
Cc1ccc(-c2nnc(NC(=O)C3=COCCO3)o2)c(C)c1,5,5,-23,5,5,6,2,-0.7%,-0.2
COc1ccccc1N1CCN(C(=O)c2cc(-c3ccc(Cl)c(Cl)c3)on2)CC1,1,-16,69*,-1,-8,20,7,1.5%,0.1
CC(COc1ccc(C(C)C)cc1)NC(=O)c1ccc(Br)o1 (stereo not drawn),-4,-16,-11,3,-3,·,-6,-2.0%,-1.2

This is a subset; the hit share may differ from the screen's.
